Screening results deposited in PubChem BioAssay by several laboratories.
Wnt bcat act: activates Wnt/beta-catenin signaling in a reporter cell assay; activator, plate reader; activation, % at 9.35 µM; hit rate 1.2% among 300,000; AID 743398; in the data active means activation above about 30%, passing the limit was not always enough; inconclusive means no clear call, values can overlap the other calls;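 further: 0% = neutral control wells and 100% = positive control wells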
CAL PDZ FP-1: human CAL PDZ-peptide interaction inhibition; hit rate 0.02% among 330,000; inhibition, % at 20 µM; purified CAL PDZ, TMR-peptide fluorescence polarization, 1 h; AID 504414; Q9HD26;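 active means highest replicate inhibition of at least 40%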;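 further: plate controls were DMSO neutral control wells for no effect and unlabeled competitor peptide control wells for full effect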
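Material: tagged CAL PDZ protein CerCALP, purified; buffer or medium: sodium phosphate/NaCl buffer pH 7.4 with TCEP, IgG, Thesit; also added: fluorescent TMR peptide probe; schedule: 1 h incubation at room temperature before polarization reading; technique: fluorescence polarization from S- and P-plane intensities, G-factor corrected; control set: unlabelled peptide and DMSO controls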
Tat export inh: inhibitors of E. coli Tat protein transport. E. coli MC4100 TorA-mCherry Tat export, fluorescence. inhibition, % at 10 µM. hit rate 0.036% among 340,000;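 active means mean replicate inhibition at least 50% and at least half of replicates individually reaching 50%; inconclusive means only one of the two criteria met; inactive means neither criterion met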;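 further: exported cargo escapes ClpAP degradation while cytoplasmic cargo is degraded and loses fluorescence; 0% = median of neutral control wells and 100% = median of NaSCN control wells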
phage Ecoli inh: E. coli growth loss with phage present; growth absorbance; inhibition, % at 11.9 µM; hit rate 0.26% among 360,000; in the data active means inhibition above about 11%
AddAB inh: less growth of phage-infected E. coli with AddAB | AID 435030 | hit rate 0.29% among 330,000 | inhibition, % at 11.9 µM | E. coli expressing H. pylori AddAB, absorbance growth; in the data active means inhibition above about 12%;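 further: 0% = vehicle wells of infected cells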
Ecoli viability: counter-screen for AddAB inhibitors: E. coli growth inhibition; inhibition, % at 11.9 µM; AID 449728; E. coli V3065 growth, OD600 absorbance, 18 h; hit rate 0.27% among 330,000;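 active means inhibition above the campaign's mean inhibition across all tested compounds plus 3 SD, cut at about 9.9% in these data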;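 further: uninfected addAB+ strain grown without phage in ampicillin broth; 0% = DMSO wells and 100% = ciprofloxacin 0.95 µg/ml wells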
MITF act: increases MITF-driven TRPM1 promoter luciferase signal. SK-MEL-5 TRPM1-promoter luciferase, 24 h; % of positive control, neutral wells = 0. hit rate 0.75% among 300,000. activation, % at 12.5 µM. AID 588334;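 active means mean activation of at least 80% with every replicate also reaching 80%; inconclusive means mean reaches 80% but some replicate falls short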;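 further: 0% = neutral control wells and 100% = parthenolide positive control wells; values of inactives mirror those of a sister screen read the other way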
SR-BI uptake up: activators of SR-BI mediated HDL lipid uptake | activation, % at 12.5 µM | CHO ldlA[mSR-BI] cells, DiI-HDL uptake fluorescence, 3 h; 100 = double the neutral-control signal | AID 504775 | hit rate 0.096% among 320,000;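 active means mean replicate activation of at least 60% and every replicate at or above 60%; inconclusive means mean or all-replicate condition met, but not both; inactive means mean below 60% and not all replicates reaching 60%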;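 further: 0% = median plate neutral-control signal and 100% = twice that signal; values of inactives mirror those of a sister screen read the other way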
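Material – SR-BI-overexpressing, LDLR-lacking CHO cells · Medium – BSA-supplemented, HEPES-buffered Ham's F12, pH 7.4 · Doses – single concentration · Times – compound with DiI-HDL co-incubation, 3 h at 37 °C · Measured by – bottom-read fluorescence, 550/595 nm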
CAL PDZ FP-2: blocks peptide binding to the human CAL PDZ domain. Q9HD26. purified CAL PDZ, TMR-peptide fluorescence polarization, 1 h. inhibition, % at 24.9 µM. hit rate 0.92% among 300,000. AID 602252;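 active means mean inhibition of at least 30% with at least half of replicates also reaching 30%; inconclusive means no clear call, values can overlap the other calls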;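 further: 0% = DMSO neutral control and 100% = excess unlabeled competitor peptide PRC23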
SR-BI DiI inh: mouse SR-BI HDL lipid transfer inhibition; hit rate 0.96% among 320,000; AID 488896; ldlA[mSR-BI] CHO cells, DiI-HDL uptake fluorescence, 3 h; Q61009; inhibition, % at 12.5 µM;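 active means mean replicate inhibition of at least 70% and a set share of replicates each scoring 70 or more; inconclusive means meets just one of the two criteria; inactive means fails both criteria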;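 further: 0% = median of neutral control wells and 100% = median of positive control wells; values of inactives mirror those of a sister screen read the other way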
Target sequence (Q61009 whole entry, looked up): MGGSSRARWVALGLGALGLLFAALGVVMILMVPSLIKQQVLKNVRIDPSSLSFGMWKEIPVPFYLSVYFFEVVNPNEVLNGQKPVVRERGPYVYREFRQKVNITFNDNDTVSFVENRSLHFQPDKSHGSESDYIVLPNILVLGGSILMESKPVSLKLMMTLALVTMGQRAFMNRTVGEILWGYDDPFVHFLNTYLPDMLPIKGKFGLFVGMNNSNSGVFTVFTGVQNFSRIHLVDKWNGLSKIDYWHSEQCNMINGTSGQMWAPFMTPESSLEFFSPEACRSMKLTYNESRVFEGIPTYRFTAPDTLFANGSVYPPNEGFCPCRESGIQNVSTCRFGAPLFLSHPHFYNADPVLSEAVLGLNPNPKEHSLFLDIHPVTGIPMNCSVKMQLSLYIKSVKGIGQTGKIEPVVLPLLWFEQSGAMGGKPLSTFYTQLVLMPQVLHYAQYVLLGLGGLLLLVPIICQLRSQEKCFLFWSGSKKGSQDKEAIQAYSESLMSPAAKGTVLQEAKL
Numbers without * were called inactive; ? = inconclusive; . = no result given.

SMILES	Wnt bcat act	CAL PDZ FP-1	Tat export inh	phage Ecoli inh	AddAB inh	Ecoli viability	MITF act	SR-BI uptake up	CAL PDZ FP-2	SR-BI DiI inh
CC1=C(C)CS(=O)N(S(=O)(=O)c2ccccc2)C1 (centres undefined)	.	-1.2	2.9	-0.3	4.0	1.5	0.8	26.9	-0.8	-26.9
CN(CC(=O)Nc1ccccc1Br)C(=O)CNC(=O)C1CCCCC1	-1.7	0.1	2.8	3.5	0.3	-1.1	-0.2	7.8	0.8	-7.8
Cc1ccc(C(=O)CC(SCC(=O)O)c2ccc([N+](=O)[O-])cc2)cc1 (centres undefined)	89.9*	-3.8	1.0	3.2	1.6	-1.7	14.0	10.0	-2.6	-10.0
COc1ccc(-n2nc(C(=O)NCC(=O)N3CCCC(C)C3)c3ccccc3c2=O)cc1 (centres undefined)	-4.7	0.0	-8.6	2.2	4.1	0.9	78.3	.	-2.2	.
Nc1nnc(-c2ccccc2F)s1	3.8	-0.6	4.0	2.9	2.1	3.0	10.4	1.4	0.5	-1.4
O=C(/C=C/c1ccccc1[N+](=O)[O-])N1CCCCC1	8.8	-3.6	0.1	3.2	2.5	1.1	6.6	0.9	-3.7	-0.9
CCN(CC)C(=O)COC(=O)c1cc(-c2ccc(OC)cc2)nc2ccccc12	.	-2.2	1.2	-0.3	1.9	-1.1	36.1	-72.9	-3.2	?
CCCNc1ccc(C(=O)OCC)cc1[N+](=O)[O-]	8.3	-2.9	2.5	2.0	-0.7	-1.9	76.9	-19.8	-10.4	19.8
COc1ccc(C2=Nc3ccccc3C2(O)CCN2C(=O)c3ccccc3C2=O)cc1 (centres undefined)	2.8	-0.5	-0.8	0.6	.	.	12.5	-8.3	-4.8	8.3
Cc1c([N+](=O)[O-])cc(C(=O)NCc2ccc(F)cc2)cc1[N+](=O)[O-]	-1.3	-0.2	2.7	2.1	0.7	-3.0	10.5	-24.7	.	24.7
O=C(Nc1ccccc1)c1ccccc1NC(=O)C(F)(F)F	11.3	0.7	1.9	3.5	2.9	2.2	16.9	-14.3	.	14.3
NC(=O)CC(NC(=O)c1cccc(Br)c1)c1ccc(NC2CCN(Cc3ccccc3)CC2)c([N+](=O)[O-])c1 (centres undefined)	-1.1	0.0	-3.1	-0.2	0.2	-0.3	8.1	10.6	-2.1	-10.6
COc1cc(OC)c(OC)cc1CNC(=O)c1cc(S(=O)(=O)N2CCOCC2)ccc1F	-4.3	0.5	-6.6	0.9	-0.6	0.7	0.0	-12.3	.	12.3
CC(=NNC(=S)N1CCN(c2ccccn2)CC1)c1nccs1	.	-0.9	1.0	.	.	.	-59.8	-25.8	-2.4	25.8
CCC(=O)Nc1cc(C(=O)O)ccc1S(=O)(=O)c1ccc(C)cc1	1.9	-1.9	-11.0	2.5	3.4	2.1	-1.4	-5.6	.	5.6
CCn1c(SCC(=O)Nc2nc(C)c(C(=O)OC)s2)nnc1C(C)C	-2.1	-4.8	-3.1	1.9	-1.9	-1.5	1.3	-13.4	4.6	13.4
O=C(Oc1cccc(N2C(=O)CCC2=O)c1)C1CC(=O)N(c2ccc(Br)cc2)C1 (centres undefined)	.	-1.2	-9.1	1.2	2.3	1.7	8.1	10.4	-0.4	-10.4
C#CCOCCOCCOCCNc1nc(N2CCN(C(=O)CCCCCCCCCCNC(=O)[C@@H](CCC(=O)O)n3cc(CCCCCN)nn3)CC2)nc(N2CCN(C(=O)CCCCCCCCCCNC(=O)[C@H](CO)n3cc(CCCCCN)nn3)CC2)n1	.	-2.1	23.8	.	-1.0	-3.3	2.0	30.2	-3.4	-30.2
COc1ccc(S(=O)(=O)N2CCOCC2)cc1C(=O)Nc1ccc(N2CCCCCC2)cc1	-8.9	-0.5	5.0	0.9	.	.	1.1	-53.1	.	53.1
O=C1c2ccccc2C2(c3ccc(F)cc3)NCCN12 (centres undefined)	-1.8	-0.9	1.8	3.4	-0.4	-0.2	5.4	23.9	.	-23.9
Cc1cc(N2CCCC2=O)cc(C)c1S(N)(=O)=O	.	-0.5	-6.7	1.6	0.2	2.0	3.8	-0.4	-1.8	0.4
NC(=O)CSc1nnc(Cn2cnc3ccccc32)o1	-2.1	0.5	-6.3	5.6	-1.2	-0.2	4.4	12.3	.	-12.3
COc1cc(NC(=O)CSc2nc3c(c(=O)n(C)c(=O)n3C)n2C)cc(OC)c1	-0.8	-2.0	-2.0	0.3	1.8	-0.2	-7.9	.	-9.9	.
Nc1nc(Sc2ncccc2[N+](=O)[O-])n[nH]1	7.9	-0.9	-8.2	3.4	-0.9	-2.0	.	5.0	.	-5.0
O=C(O)c1ccc(COc2ccc3ccccc3c2/C=C2/NC(=O)N(c3ccccc3)C2=O)cc1	.	-4.8	-4.6	1.2	2.1	-1.0	.	17.1	-5.6	-17.1
COc1cccc2sc(N3CCN(C(=O)c4ccco4)CC3)nc12	7.7	-2.7	6.6	4.4	1.9	1.8	11.9	?	-1.8	-99.2
O=C(COC(=O)C12CC3CC(CC(C3)C1)C2)NCc1ccco1	.	-1.1	-3.8	3.9	-1.6	0.1	-10.9	7.5	-3.1	-7.5
COc1ccccc1NCCC(=O)OCC(=O)Nc1ccccc1F	0.3	0.2	14.7	1.7	1.0	-0.5	7.0	-4.4	-1.2	4.4
O=C(COc1ccc(Br)cc1Br)NNC(=O)c1cccs1	7.3	-2.6	-4.0	-1.8	4.2	-2.1	56.5	.	-2.0	.
O=C(COC(=O)c1cc(=O)[nH]c2ccccc12)Nc1nccs1	13.1	0.0	-2.6	-0.3	-0.2	-0.3	-3.7	30.7	-4.9	-30.7
CCc1nn(CC(=O)NCCCN(C)Cc2ccccc2)c(=O)c2cc3sc(C)cc3n12	-2.6	-0.9	-5.0	-1.4	-1.3	2.1	-6.4	-45.1	3.3	45.1
CC1(C)Cc2c(C#N)c(SCc3nc4ccccc4[nH]3)nc(N3CCOCC3)c2CO1	-0.4	-1.1	7.1	0.8	-0.7	-0.6	-5.8	-42.7	-5.8	42.7
O=S(=O)(Nc1cccc(F)c1)c1cccc2nsnc12	-2.5	-0.1	10.0	2.6	-0.2	1.4	-17.8	0.7	-6.5	-0.7
C/C(=N\NC(=O)CNC(=O)C(c1ccccc1)c1ccccc1)c1ccccc1	.	0.8	-6.1	0.7	4.2	0.2	-5.2	21.8	-1.3	-21.8
O=S(=O)(c1ccc(OCC(O)CN2CCN(c3ccccc3O)CC2)cc1)N1CCOCC1 (centres undefined)	.	0.3	-6.2	0.0	-1.5	-1.7	-0.7	22.5	-1.1	-22.5
CCOc1ccccc1Oc1c(C)oc2c(CN3CCN(C)CC3)c(O)ccc2c1=O	.	.	5.2	2.9	1.0	-0.3	4.5	-23.7	-2.7	23.7
CC(C)c1ccc(OCC(=O)NNC(=S)NC(=O)c2cccs2)c(Br)c1	1.6	-2.7	4.1	-1.3	-0.4	-6.0	-3.4	9.4	2.2	-9.4
Cc1cc(C2=NNC(=NCc3ccccc3)SC2)c(C)n1-c1c(C)n(C)n(-c2ccccc2)c1=O	.	-2.2	8.0	3.4	.	.	0.8	-27.8	-0.6	27.8
COc1ccc(N=c2cc(-c3ccc(OC)cc3)oc3ccccc23)cc1	118.8*	-0.5	1.6	2.3	-4.3	-5.4	20.3	-61.3	-2.1	61.3
CCOc1ccccc1NC(=S)Nc1ccccc1F	.	0.0	7.1	2.6	-3.0	-1.0	-15.1	-13.5	0.0	13.5
CC1CCCN(c2sc(S(C)(=O)=O)nc2S(=O)(=O)c2ccc(Cl)cc2)C1 (centres undefined)	-2.2	-1.7	2.1	-0.6	4.4	-0.4	-13.3	18.4	-0.4	-18.4
N#Cc1nc(NCC(F)F)nc(Nc2cc(F)cc(F)c2)n1	5.7	-1.9	-0.9	3.2	3.7	3.2	-72.7	-33.2	5.0	33.2
COc1ccc(C2=Nn3c(nnc3-c3ccco3)SC2)cc1OC	8.3	-1.6	-3.9	3.8	2.4	-0.3	.	-50.2	-6.0	50.2
COC(=O)[C@@]1(Cc2ccccc2)[C@H]2C(=O)N(Cc3ccccc3)C(=O)[C@H]2[C@H]2CN=C(SCc3ccccc3)N21	-3.3	0.0	10.8	5.1	1.4	2.0	-6.5	45.3	-1.2	-45.3
c1ccc(Cn2c(SCc3cn4cccnc4n3)nnc2-c2ccco2)cc1	.	-1.5	-0.4	1.6	2.5	-3.4	-1.5	49.2	-3.0	-49.2

The closing 2 entries of the part before open the next one.
SMILES	Wnt bcat act	CAL PDZ FP-1	Tat export inh	phage Ecoli inh	AddAB inh	Ecoli viability	MITF act	SR-BI uptake up	CAL PDZ FP-2	SR-BI DiI inh
COC(=O)[C@@]1(Cc2ccccc2)[C@H]2C(=O)N(Cc3ccccc3)C(=O)[C@H]2[C@H]2CN=C(SCc3ccccc3)N21	-3.3	0.0	10.8	5.1	1.4	2.0	-6.5	45.3	-1.2	-45.3
c1ccc(Cn2c(SCc3cn4cccnc4n3)nnc2-c2ccco2)cc1	.	-1.5	-0.4	1.6	2.5	-3.4	-1.5	49.2	-3.0	-49.2
CC1(C)CC(N2CCN(c3ccccc3)CC2)=CC(=[N+]2CCCC2)C1	22.4	-2.2	-0.9	4.0	-1.1	-0.2	-57.5	20.6	-1.4	-20.6
Cc1cc(C)n2nc(S(=O)(=O)NC3CCCCC3)nc2n1	-1.2	0.3	1.4	0.0	5.2	2.9	-4.2	15.9	0.9	-15.9
CC(Oc1ccc(Cl)cc1Cl)c1nc(-c2ccc(NC(=O)c3ccccn3)cc2)no1 (centres undefined)	1.4	-0.7	-3.3	2.5	2.3	2.0	37.9	-44.3	.	44.3
Cc1ccc(S(=O)(=O)NCC(=O)N(CC(=O)NCc2ccco2)C2CCCC2)cc1	0.0	-2.0	15.4	1.5	0.8	-2.1	5.4	.	-8.4	.
COc1cc(S(=O)(=O)N2CCOCC2)c(OC)c(S(=O)(=O)N2CCOCC2)c1	-4.0	-1.8	1.3	0.4	2.3	-0.9	7.8	24.0	-3.8	-24.0
O=C1Nc2ccccc2N(O)N1c1ccc(Cl)cc1	1.7	-2.6	-0.3	2.3	5.4	-1.5	-8.3	19.5	-2.6	-19.5
O=C(Cc1ccc(-n2cnnn2)cc1)NC12CC3CC(CC(C3)C1)C2	.	0.5	1.1	2.1	0.9	-1.3	1.8	3.3	4.8	-3.3
Cc1nn(Cc2ccccc2Cl)c(C)c1NC(=O)c1cc(-c2ccc(F)cc2)on1	.	-1.0	1.3	1.0	0.9	-0.5	-13.8	-80.4	.	80.4*
CCC(=O)NCCC(c1ccco1)c1ccccc1OC (centres undefined)	0.6	-0.1	-1.6	1.2	4.4	1.6	10.6	12.4	-2.3	-12.4
Cc1ccccc1NC1=C/C(=N\S(=O)(=O)c2ccc(C(=O)O)cc2)c2ccccc2C1=O	1.3	-0.7	-16.4	6.0	10.6	4.4	-21.2	5.0	-0.4	-5.0
O=C(NCCc1ccc(Cl)cc1)c1n[nH]c2ccccc12	2.0	-4.2	13.1	2.7	4.0	1.1	50.0	-8.8	.	8.8
